# CXXC DNA block – qHTS Fluorescence Polarization Assay for Inhibitors of MLL CXXC domain - DNA interaction. MLL-CXXC / FITC-HOXA9 DNA fluorescence polarization. Potency, µM (titrated, usually from 115 µM), inactives show top-dose activity change, negative = inhibition, actives largely listed as inhibitors. 290,000 tested, 0.037% active; active = well fitted inhibition curve with a large enough effect in the polarisation, with a control signal flat, not every such curve was filed as active; inconclusive = small, poorly fitted or top-dose-only effect, or effect the other way, or a change in a side signal; inactive = no such curve, though single readings can be large or run the other way; the % refers to the polarisation; also: potency is read from the fitted curve at half-maximal effect
#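 Fluorescence polarization: 7 uM MLL-CXXC (stock) preincubated 5 min with compounds, then 50 nM fluorescein-HOX-A9 DNA (stock) added; 30 min ambient. Buffer 50 mM Tris-HCl pH 7.5, 50 mM NaCl, 1 mM DTT, 0.05% BSA.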
# AT treatment – qHTS Assay for Identifying a Potential Treatment of Ataxia-Telangiectasia; […] A-T fibroblasts, KAP-1 phosphorylation AlphaLISA; neocarzinostatin DNA damage 30 min before lysis; 320,000 tested, 0.19% active; Potency, µM (series often up to 57.5 µM), for the others: top-dose activation, actives largely listed as activators; also: potency is read from the fitted curve at half-maximal effect; % of control where 0% means no effect; nearly all actives have a fitted effect of over 45% in size
#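 hTERT-immortalized A-T patient fibroblasts ([…]), 500 cells/well in OPTI-MEM, 1% FBS, got compounds for 60 min, then NCS for 30 min at 37C. Lysates were then assayed for phospho-KAP-1 by AlphaLISA (anti-pKAP1 donor, anti-KAP1 acceptor beads), 6 hr at 25C.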
# GALK inhibitor – qHTS Assay for Inhibitors of Human Galactokinase (GALK); AID 1868, 2009; Potency, µM (highest dose often 57.5 µM), for the others: at the highest dose activity change, negative = inhibition, actives largely listed as inhibitors; Purified GALK, Kinase-Glo residual ATP luminescence; 270,000 tested, 0.007% active; also: potency is read from the fitted curve at half-maximal effect; % is scaled to controls: 0 for no effect and ±100 for the full control effect
# Target sequence (P51570 whole entry, looked up): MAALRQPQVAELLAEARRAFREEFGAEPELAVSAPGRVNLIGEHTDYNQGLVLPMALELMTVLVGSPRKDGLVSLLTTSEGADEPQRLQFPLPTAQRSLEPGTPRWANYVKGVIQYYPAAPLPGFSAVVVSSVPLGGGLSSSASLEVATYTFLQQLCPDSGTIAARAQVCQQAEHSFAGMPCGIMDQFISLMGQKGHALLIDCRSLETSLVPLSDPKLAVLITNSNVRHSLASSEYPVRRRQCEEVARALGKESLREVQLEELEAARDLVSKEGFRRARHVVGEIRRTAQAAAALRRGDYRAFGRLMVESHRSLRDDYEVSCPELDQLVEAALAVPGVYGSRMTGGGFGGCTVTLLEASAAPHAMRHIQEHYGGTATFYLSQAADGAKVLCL
#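 Luminescence from leftover ATP (Ultra-Glo luciferase/luciferin) served as read-out after a 1 h room-temperature reaction of 5 nM GALK with 35 uM ATP and 100 uM galactose.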
# ASM inhibitor – Inhibitors of Secretory Acid Sphingomyelinase (S-ASM): qHTS; placental ASM, HMU-PC fluorogenic substrate, 60 min; 340,000 tested, 0.006% active; AID 504937, 2011; Potency, µM (series often up to 57.5 µM), for the others: at the top dose activity change, negative = inhibition, actives largely listed as inhibitors; Sphingomyelin phosphodiesterase (Homo sapiens), P17405; also: potency is read from the fitted curve at half-maximal effect
# Target sequence (P17405 47-631 limits assumed): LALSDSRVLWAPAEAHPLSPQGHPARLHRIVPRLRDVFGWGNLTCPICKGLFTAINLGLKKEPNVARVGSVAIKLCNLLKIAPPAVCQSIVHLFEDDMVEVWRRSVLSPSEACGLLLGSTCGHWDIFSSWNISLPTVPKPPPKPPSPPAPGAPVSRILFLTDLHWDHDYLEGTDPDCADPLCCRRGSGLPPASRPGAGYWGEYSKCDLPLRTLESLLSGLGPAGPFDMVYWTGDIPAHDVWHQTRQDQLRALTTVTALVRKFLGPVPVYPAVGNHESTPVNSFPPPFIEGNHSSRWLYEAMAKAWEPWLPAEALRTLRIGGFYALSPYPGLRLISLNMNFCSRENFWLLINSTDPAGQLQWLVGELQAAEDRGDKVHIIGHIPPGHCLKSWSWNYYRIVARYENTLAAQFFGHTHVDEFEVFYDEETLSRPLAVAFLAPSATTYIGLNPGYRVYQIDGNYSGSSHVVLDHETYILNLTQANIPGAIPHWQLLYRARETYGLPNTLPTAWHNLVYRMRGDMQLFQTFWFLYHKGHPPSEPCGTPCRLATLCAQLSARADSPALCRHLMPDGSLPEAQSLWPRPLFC
#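 Human placenta-derived ASM enzyme was preincubated with compound for 10 minutes at room temperature, then given fluorogenic substrate HMU-PC0 (9 uM final) for 60 minutes at 37 °C; a pH 10 stop preceded fluorescence reading at Ex 386/Em 447 nm.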
# TRPV1 agonist – HTS Assay for Compounds that Act as Agonists of the Vanilloid Receptor 1. Transient receptor potential cation channel subfamily V member 1 (Homo sapiens), Q8NER1. 320,000 tested, 0.19% active. TRPV1-expressing cells, Fluo-8 calcium influx, agonist mode. activation, % at 8.33 µM; in the data active = activation above about 80%; inconclusive = between about 30% and that limit; also: 0% is about no effect
#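 Fluo-8 calcium influx in TRPV1-expressing cells, kinetic read (ex 480/em 520 nm). Compound added and read 3 min for agonist activity, followed by capsaicin at EC20 final and 2 min further read for enhancement.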
# Integrin act MD – qHTS for Activators of Integrin-Mediated Alleviation for Muscular Dystrophy. alpha7betagal myoblasts, beta-gal FDG fluorescence, 48 h. AID 624291, 2012. Potency, µM (top dose mostly 38.3 µM), for the others: top-dose activation, hits mostly activators. 350,000 tested, 0.064% active;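 also: potency is read from the fitted curve at half-maximal effect; 100% = response of the positive control SU9516; nearly all actives have a fitted effect of over 60% in size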
#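 Alpha7betagal+/- myoblasts (passage 13) were plated 16-24 hr, then exposed to compounds (1:260 dilution of DMSO stock) for 48 hours at 37C. After MPER lysis, β-galactosidase reporter activity was read as FDG fluorescence (ex 480/em 540) after 30 minutes.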
# MBNL1-CUG inh – qHTS Assay for Inhibitors of MBNL1-poly(CUG) RNA binding; 280,000 tested, 0.036% active; TR-FRET MBNL1-His/biotin-(CUG)12 binding, 665/545 ratio; Potency, µM (top dose mostly 57.5 µM), for inactives: at the highest dose activity change, negative = inhibition, actives largely listed as inhibitors; AID 2675, 2010; Muscleblind-like protein 1 (Homo sapiens), Q9NR56; active = well fitted inhibition curve with a large enough effect in the signal ratio, with a control signal flat, not every such curve was filed as active; inconclusive = small, poorly fitted or top-dose-only effect, or effect the other way, or a change in a side signal; inactive = no such curve, though single readings can be large or run the other way; the % refers to the signal ratio; also: potency is read from the fitted curve at half-maximal effect; % is scaled to controls: 0 for no effect and ±100 for the full control effect
#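 TR-FRET between His-tagged MBNL1 and biotin-(CUG)12 RNA, detected with Tb anti-His antibody (0.055 ng/ul) and streptavidin-XL665 (5 nM), 60 min at room temperature. Compounds titrated 92 nM to 58 uM; 665/545 nm ratio normalized to buffer and complex controls.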
# KCNH2 3.1 block – qHTS for Inhibitors of KCHN2 3.1: Mutant qHTS; activity change, % (tested at about 1.8 µM); U2OS KCNH2 3.1, thallium flux FluxOr; active compounds read low; 340,000 tested, 0.95% active;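 active = maximum activity change below -70%; inconclusive = maximum activity change from -70% to -50%; inactive = maximum activity change above -50%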;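 also: thallium influx rate constant from kinetic fluorescence after stimulation buffer; % is scaled to controls: 0 for no effect and ±100 for the full control effect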
#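 Virally transduced U2OS (3.1 isoform, 4 h infection in dark at RT) → overnight 37 C → FluxOr + Red40 in HBSS/HEPES, 45 min → stimulation buffer, 2 min kinetic read → rate constant vs DMSO controls.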
# Coupling enz – qHTS Assay for Inhibitors of Fructose-1,6-bisphosphate Aldolase from Giardia Lamblia: Coupling assay counterscreen; coupling enzyme system counterscreen, AmpLite Red fluorescence; activity change, negative = inhibition, % at 58.2 µM, hits read low; 290,000 tested, 0.67% active; AID 2472, 2010; in the data active = activity change below about -30%; also: % is scaled to controls: 0 for no effect and ±100 for the full control effect
#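 First, compound is pin-transferred into glyceraldehyde-3-phosphate coupling-enzyme reagent at 57.5 uM final and held 10 min at RT. Next, substrate, coupling system and AmpLite Red are added. After 20 min RT, fluorescence (525/598 nm) is read.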
# KCNH2 WT inh – qHTS for Inhibitors of KCHN2 3.1: Wildtype qHTS. Voltage-gated inwardly rectifying potassium channel KCNH2 (Homo sapiens), Q12809. U2OS, BacMam KCNH2, thallium flux FluxOr; active compounds read low. activity change, % at 1.84 µM. 340,000 tested, 0.37% active;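 active = maximum activity change below -70%; inconclusive = maximum activity change between -70% and -50%; inactive = maximum activity change above -50%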; also: % is scaled to controls: 0 for no effect and ±100 for the full control effect
#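 U2OS cells transduced with wild-type KCNH2 virus are loaded with FluxOr dye for 45 min, and thallium flux is measured in kinetic reads before and after stimulation buffer. Rate constants are normalized to DMSO controls.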
# The depositor's hits bear a star; ? = inconclusive; nt = no result given; & = joins results of further samples; [ ] = remark or other dose. Unless noted, calls follow the shape of the dose curve; as a rule, active = well fitted curve in the direction sought with a large enough effect; inconclusive = small, poorly fitted or top-dose-only effect, or another doubt; inactive = no such curve, though single readings can be large; an effect the other way counts as inactive or inconclusive.
SMILES,CXXC DNA block,AT treatment,GALK inhibitor,ASM inhibitor,TRPV1 agonist,Integrin act MD,MBNL1-CUG inh,KCNH2 3.1 block,Coupling enz,KCNH2 WT inh
NNC(=O)CNC(c1ccccc1)c1cc(Br)ccc1N (configuration not stated),-2%,-15%,1%,4%,-3,-3%,4%,3,-1,2
CC(C)(C)OC(=O)N[C@H](C(=O)OC(C)(C)C)c1ccccc1,nt,-2%,nt,6%,?,-5%,nt,-2,nt,-18
CC(=O)NC(Cc1cccc(F)c1)C(=O)NC1CCN(c2ncccc2[N+](=O)[O-])CC1 (configuration not stated),3%,-5%,0%,-3%,-3,-11%,?,10,2,0
COc1ccc(C)cc1NC(=O)CSc1nnc(CC(=O)Nc2ccccc2F)n1C,5%,1%,-2%,-1%,2,5%,-6%,-26,-1,-13
COc1ccc(NC(=O)CN2CC(c3ccccc3)CC2=O)cc1OC (configuration not stated),-1%,2%,-1%,3%,-1,-3%,-4%,17,0,36
COc1ccc(CNC(=O)COc2ccc(S(=O)(=O)N3CCOCC3)cc2C)cc1,3%,0%,0%,3%,0,0%,-5%,-1,0,3
CC1CN(C(=O)c2cccc(S(=O)(=O)Nc3ccc(Cl)cc3)c2)CC(C)O1 (configuration not stated),0%,-3%,0%,-1%,1,18%,0%,-12,0,-8
CN(CC1COc2ccccc2O1)C(=S)Nc1ccccc1F (configuration not stated),-2%,3%,0%,4%,14,6%,-8%,0,4,-2
Cc1ccccc1NS(=O)(=O)c1ccc(C)c(C(=O)N2CCOCC2)c1,11%,-1%,-3%,-1%,0,-24%,-4%,0,1,0
O=S(=O)(c1ccc(NC2CCCCC2)cc1)N1CCOCC1,0%,-2%,-3%,7%,12,22%,-6%,-5,0,27
O=C(Nc1ccc(C(=O)N2CCCCC2)cc1)C1=CSCCO1,9%,-2%,8%,-4%,4,-8%,1%,7,nt,-9
O=C(Cn1cc(C(F)(F)F)cc(Cl)c1=O)NCc1ccccc1,2%,2%,0%,-9%,0,20%,3%,12,2,0
CCOc1cc(S(=O)(=O)NC2CC2)c(OCC)cc1-n1cnnn1,13%,-1%,0%,1%,-3,-10%,1%,6,-1,-19
Cc1cccnc1NC(=S)Nc1ccc(F)cc1F,0%,1%,2%,3%,5,-34%,1%,8,4,-7
CCc1ccc(CN(C)C(=O)CCc2nnc(CCc3cccc(OC)c3)o2)nc1,-10%,2%[11.5 µM],2%,1%,1,0%,-20%,-14,-1,-1
OC1CCN(C(=S)NCCc2ccccc2)CC1,-3%,-4%,2%,2%,?,0%,-11%,19,-1,-6
Cc1ccc(-c2nnn(CCC(=O)NC(C)(C)C)n2)cc1,1%,4%,-4%,0%,7,6%,6%,10,6,-17
Cc1cccc(Nc2ccc([N+](=O)[O-])cc2C(=O)O)c1,1%,7%,0%,3%,1,20%,nt,24,-5,-22
Cc1ccc(NC(=O)CCC(=O)N2CCN(S(=O)(=O)c3ccc(C)cc3)CC2)cc1,nt,0%,nt,0%,-1,30%,nt,-1,nt,2
O=C(CSc1nnc(-c2ccncc2)o1)NCc1ccccc1,1%,-1%,2%,6%,-2,0%,nt,16,0,4
CCOC(=O)C1CCCN(C(=O)C2CCN(c3nnc(-n4cccc4)s3)CC2)C1 (configuration not stated),17%,2%,-1%,5%,3,-7%,-3%,9,1,-4
O=C(NCc1nnc(SCC(=O)N2CCCCC2)o1)c1c(F)cccc1Cl,2%,4%,-3%,-3%,2,-2%,-1%,13,nt,0
O=S(=O)(NC1CCCCC1Nc1ccc(Cl)cc1)c1ccccc1 (configuration not stated),6%,13%,2%,-9%,11,7%,-1%,-14,0,-3
Cc1ccc(C(=O)CN2C(=O)C(=O)N(Cc3ccccc3)C2=O)cc1,0%,-8%,10%,-6%,?,-5%,1%,8,5,-1
O=C(NCc1ccccc1)C1CCCN1S(=O)(=O)c1ccc(Cl)cc1 (configuration not stated),1%,4%,2%,2%,2,-11%,-1%,-4,0,-22

# An excerpt from above in order of length of the SMILES, largest number first.
SMILES,CXXC DNA block,AT treatment,GALK inhibitor,ASM inhibitor,TRPV1 agonist,Integrin act MD,MBNL1-CUG inh,KCNH2 3.1 block,Coupling enz,KCNH2 WT inh
COc1ccc(CNC(=O)COc2ccc(S(=O)(=O)N3CCOCC3)cc2C)cc1,3%,0%,0%,3%,0,0%,-5%,-1,0,3
Cc1ccccc1NS(=O)(=O)c1ccc(C)c(C(=O)N2CCOCC2)c1,11%,-1%,-3%,-1%,0,-24%,-4%,0,1,0
OC1CCN(C(=S)NCCc2ccccc2)CC1,-3%,-4%,2%,2%,?,0%,-11%,19,-1,-6

# The results go on.
SMILES,CXXC DNA block,AT treatment,GALK inhibitor,ASM inhibitor,TRPV1 agonist,Integrin act MD,MBNL1-CUG inh,KCNH2 3.1 block,Coupling enz,KCNH2 WT inh
COc1ccccc1NC(=O)CSc1nc2ccccc2c(=O)n1CCNC(C)=O,3%,-4%,0%,1%,-7,-3%[7.66 µM],-7%,1,1,-7
Cc1cccc(NS(=O)(=O)c2ccc(C3CCCCC3)cc2)n1,-12%,-4%,1%,-1%,?,-22%,-1%,-11,3,3
Cc1cccc2cc(-c3ccccc3)c(-c3ccccc3)c[n+]12,7%,11%,3%,3%,-1,-58%[inhibitor],?,-2,-1,0
COc1ccc(C(C(=O)NCC2CCCO2)N(C(=O)CNC(=O)c2ccco2)c2ccc(C)c(C)c2)cc1OC (configuration not stated),4%,6%,0%,-1%,2,?,6%,1,0,5
Nc1ccc(Cl)c(-c2nc3ncccc3o2)c1,1%,-2%,-2%,25%,13,4%,11%,-7,0,-10
COc1ccc(S(=O)(=O)N2CCN(C(=O)c3cc(C4CC4)nn3-c3ccccc3)CC2)cc1OC,nt,14%,nt,-1%,nt,-5%,nt,-5,nt,-11
O=C(Cn1cnc2sc(-c3ccccc3)cc2c1=O)NCCc1ccccc1,11%,nt,4%,2%,0,-25%,10%,1,3,3
CN(c1ccc(Cl)cc1)c1cc(=O)n(C)c2ccccc12,-12%,6%,5%,-3%,19,-20%,24%,0,2,-18
FC(F)(F)c1ccc(CN2C[C@@H]3C(c4ccc(C(F)(F)F)cc4)C4(c5cccnc5)CC3(C4)[C@H]2c2ccccc2)cc1 (some centres not stated),-2%,6%,-1%,0%,1,-6%,9%,-16,0&-1,-2
COc1cccc(CNC(=O)CSc2nc(=O)n(Cc3ccncc3)c3c2CCC3)c1,nt,8%,nt,0%,-2,-28%,nt,3,nt,-7
CCOC(=O)C1(CCOc2ccccc2)CCN(Cc2ccc(C)o2)CC1,-12%,7%[11.5 µM],-1%,-4%,12,-21%,-13%,-10,-4,12
COc1ccc(Oc2ccc(C(F)(F)F)cc2NC(=O)CC(CC(=O)O)c2ccccc2)cc1 (configuration not stated),4%,1%,1%,-9%,-4,22%,-6%,-3,5,-4

# Of the compounds above, these contain a Cl atom.
SMILES,CXXC DNA block,AT treatment,GALK inhibitor,ASM inhibitor,TRPV1 agonist,Integrin act MD,MBNL1-CUG inh,KCNH2 3.1 block,Coupling enz,KCNH2 WT inh
CC1CN(C(=O)c2cccc(S(=O)(=O)Nc3ccc(Cl)cc3)c2)CC(C)O1 (configuration not stated),0%,-3%,0%,-1%,1,18%,0%,-12,0,-8
O=C(Cn1cc(C(F)(F)F)cc(Cl)c1=O)NCc1ccccc1,2%,2%,0%,-9%,0,20%,3%,12,2,0
O=C(NCc1nnc(SCC(=O)N2CCCCC2)o1)c1c(F)cccc1Cl,2%,4%,-3%,-3%,2,-2%,-1%,13,nt,0
O=S(=O)(NC1CCCCC1Nc1ccc(Cl)cc1)c1ccccc1 (configuration not stated),6%,13%,2%,-9%,11,7%,-1%,-14,0,-3
O=C(NCc1ccccc1)C1CCCN1S(=O)(=O)c1ccc(Cl)cc1 (configuration not stated),1%,4%,2%,2%,2,-11%,-1%,-4,0,-22
Nc1ccc(Cl)c(-c2nc3ncccc3o2)c1,1%,-2%,-2%,25%,13,4%,11%,-7,0,-10
CN(c1ccc(Cl)cc1)c1cc(=O)n(C)c2ccccc12,-12%,6%,5%,-3%,19,-20%,24%,0,2,-18

# No enrichment for hits; about 2% have a hit in one of these screens.
